# CHRM4 agonist – human M4 muscarinic receptor agonists, primary screen, CHO-K1 cells, Fluo-8 calcium fluorescence | Muscarinic acetylcholine receptor M4 (Homo sapiens), P08173 | activation, % at 3 µM | CHO-K1 hM4/Gqi5; vehicle 0%, full acetylcholine response 100% | AID 624127, 2012 | 360,000 compounds, 0.14% hits;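 active means activation above the run mean over all test wells plus 3 SD, cut at about 32% in these data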;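 further: peak over basal fluorescence ratio per well then scaled between controls; 0% = DMSO wells and 100% = acetylcholine at EC100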
# Target sequence (P08173 whole entry, looked up): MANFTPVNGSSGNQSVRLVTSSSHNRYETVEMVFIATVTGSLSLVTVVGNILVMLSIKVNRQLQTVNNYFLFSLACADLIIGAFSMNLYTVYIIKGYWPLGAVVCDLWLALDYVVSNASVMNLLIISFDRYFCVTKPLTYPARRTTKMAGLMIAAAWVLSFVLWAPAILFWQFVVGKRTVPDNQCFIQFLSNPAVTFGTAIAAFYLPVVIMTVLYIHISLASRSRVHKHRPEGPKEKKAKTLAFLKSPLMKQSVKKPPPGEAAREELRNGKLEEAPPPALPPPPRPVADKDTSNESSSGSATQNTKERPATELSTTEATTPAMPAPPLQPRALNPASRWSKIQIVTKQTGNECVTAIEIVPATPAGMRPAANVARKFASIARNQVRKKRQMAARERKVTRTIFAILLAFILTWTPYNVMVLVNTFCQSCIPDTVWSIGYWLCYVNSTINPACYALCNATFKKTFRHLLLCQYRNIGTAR
# CRFBP-R2 agonist – agonists of CRF-BP/CRF-R2 complex, primary screen, cell-based, HEK293, calcium dye fluorescence, uHTS; AID 588473, 2011; CRF-binding protein / CRF receptor 2 complex (human); activation, % at 13.2 µM; 350,000 compounds, 0.46% hits; calcium dye fluorescence (FLIPR); percent of saturating CRF peptide response;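 active means activation of at least 50%, plus an integration ratio under a set limit after plate pattern correction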;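 further: plate controls were neutral control wells without compound for no effect and CRF at EC100 for full effect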
# CHRM5 agonist – human M5 muscarinic receptor agonists, primary screen, CHO-K1 cells, Fluo-8 calcium fluorescence | AID 624037, 2012 | activation, % at 3 µM | CHO-K1 hM5 cells; 0% DMSO wells, 100% maximal acetylcholine response | Muscarinic acetylcholine receptor M5 (Homo sapiens), P08912 | 360,000 compounds, 0.19% hits;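 active means activation above the run's mean over test compounds plus 3 SD, cut at about 23% in these data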;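 further: signal is peak over basal fluorescence ratio across the kinetic read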
# Target sequence (P08912 whole entry, looked up): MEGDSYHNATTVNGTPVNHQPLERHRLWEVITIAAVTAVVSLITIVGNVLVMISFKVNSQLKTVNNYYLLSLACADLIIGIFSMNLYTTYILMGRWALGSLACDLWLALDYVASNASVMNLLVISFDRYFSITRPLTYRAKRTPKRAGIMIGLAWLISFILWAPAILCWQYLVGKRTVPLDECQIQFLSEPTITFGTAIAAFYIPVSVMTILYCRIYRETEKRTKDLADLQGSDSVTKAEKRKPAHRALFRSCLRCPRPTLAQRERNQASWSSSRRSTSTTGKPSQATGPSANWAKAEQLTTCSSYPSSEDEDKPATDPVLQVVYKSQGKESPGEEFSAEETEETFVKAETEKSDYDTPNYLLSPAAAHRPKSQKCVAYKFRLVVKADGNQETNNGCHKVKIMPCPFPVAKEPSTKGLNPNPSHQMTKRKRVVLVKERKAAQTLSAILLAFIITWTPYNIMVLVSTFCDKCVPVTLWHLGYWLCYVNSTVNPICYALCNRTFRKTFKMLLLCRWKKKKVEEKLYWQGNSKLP
# M4 antag – human M4 muscarinic receptor antagonists, primary screen, CHO cells, Fluo-8 calcium fluorescence. 360,000 compounds, 0.73% hits. Muscarinic acetylcholine receptor M4 (Homo sapiens), P08173. CHO-hM4 cells, ACh EC80. AID 624125, 2012. inhibition, % at 3 µM;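 active means inhibition above its plate's cutoff, the mean inhibition of sample wells plus 3 SD, cut at about 27% in these data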;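 further: 0% = acetylcholine EC80 with DMSO and 100% = DMSO without agonist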
# M5 antag – human M5 muscarinic receptor antagonists, primary screen, CHO cells, Fluo-8 calcium fluorescence; 360,000 compounds, 0.59% hits; inhibition, % at 3 µM; Muscarinic acetylcholine receptor M5 (Homo sapiens), P08912; AID 624040, 2012; CHO-hM5 cells, ACh EC80;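 active means inhibition above a per-plate cutoff, the mean of that plate's test compounds plus 3 SD, cut at about 27% in these data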;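 further: 0% = acetylcholine EC80 with DMSO and 100% = DMSO without agonist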
# CHRM5 PAM – human M5 muscarinic receptor positive allosteric modulators, primary screen, CHO-K1 cells, Fluo-8 calcium fluorescence; Muscarinic acetylcholine receptor M5 (Homo sapiens), P08912; CHO-K1 hM5, ACh EC20 PAM; 0% = ACh EC20, 100% = ACh EC100; activation, % at 3 µM; 360,000 compounds, 0.3% hits;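 active means activation above the run cutoff, the mean activation of all test compounds plus 3 SD, cut at about 18% in these data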
#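 System – CHO-K1 hM5 cells · Compound – 3 µM, single dose · Incubation – compound preincubation 140 s before EC20 acetylcholine addition · Technique – Fluo-8 calcium fluorescence · Measure – Max/basal fluorescence ratio as % of EC20–EC100 ACh window · Benchmarks – low control EC20 acetylcholine (0%), high control EC100 acetylcholine (100%) · Replication – singlicate, one well per test compound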
# CHRM4 PAM – human M4 muscarinic receptor positive allosteric modulators, primary screen, CHO-K1 cells, Fluo-8 calcium fluorescence; Muscarinic acetylcholine receptor M4 (Homo sapiens), P08173; CHO-K1 hM4/Gqi5, ACh EC20; 0% = ACh EC20, 100% = maximal ACh; activation, % at 3 µM; 360,000 compounds, 0.4% hits; AID 624126, 2012;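 active means activation above its plate's cutoff, the mean activation of sample wells plus 3 SD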; further: some results filed as inactive read as strong as hits
# CRFR2-BP antag – antagonists of CRF-BP/CRF-R2 complex, primary screen, cell-based, HEK293, calcium dye fluorescence, uHTS; CRF-induced calcium fluorescence; inhibition, % at 11.8 µM; 350,000 compounds, 0.59% hits; AID 588475, 2011;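 active means inhibition of the ligand-induced calcium signal above about 50% at the single tested concentration, limit read from the data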
# M1 PAM – human M1 muscarinic receptor positive allosteric modulators, primary screen, CHO-K1 cells, Fluo-8 calcium fluorescence, 1536-well. Muscarinic acetylcholine receptor M1 (Homo sapiens), P11229. CHO-K1 hM1, ACh EC20; 0% = ACh EC20, 100% = maximal ACh. activation, % at 3 µM. 360,000 compounds, 0.088% hits. AID 588819, 2011; in the data active means activation above about 19%, passing the limit was not always enough
# Active calls of the source: *.
entry	CHRM4 agonist	CRFBP-R2 agonist	CHRM5 agonist	M4 antag	M5 antag	CHRM5 PAM	CHRM4 PAM	CRFR2-BP antag	M1 PAM	Compound
1	4	-0.3	4	1	3	-2	0	-4	12	CC(C)(C)c1ccc(OCC(O)CN2CCN(C(=O)c3ccccc3)CC2)cc1 (stereo unspecified)
2	4	-2.0	-6	-4	17	-2	-2	14	-8	Cc1ccc(Cl)cc1NC(=O)COC(=O)CC(C)(C)C
3	2	-1.6	-3	-6	-4	-2	0	10	8	NNC(=O)c1cc(-c2ccco2)[nH]n1
4	1	1.9	-2	0	1	-1	-6	-16	5	O=C(Nc1ccccc1)N1C2CCC1CC(O)(c1cccnc1)C2 (stereo unspecified)
5	15	-1.6	1	10	19	-21	-35	-5	-5	CC(C)(C)SCCNS(=O)(=O)c1ccc(C#N)cc1
6	1	3.8	-3	-4	1	4	-3	-14	2	Cc1ccc(OCc2ccc(C(=O)Nc3nc4ccccc4n3Cc3ccccc3)o2)c([N+](=O)[O-])c1
7	1	1.4	-1	-6	0	-2	-2	-2	7	CCCS(=O)(=O)N1CCCC(C(=O)NCCc2ccc(OC)c(OC)c2)C1 (stereo unspecified)
8	2	3.1	0	-5	-3	5	-1	0	7	O=C(N/N=C/c1cccc([N+](=O)[O-])c1)C(=O)N1CCCCCC1
9	2	-0.4	1	-4	-4	1	5	-2	5	CC1CCN(c2nnc(NC(=O)Cn3c(=O)oc4ccccc43)s2)CC1
10	4	-2.5	3	-11	-12	7	3	3	12	Nc1nnc(SCC(=O)OCC(=O)Nc2ccc(Br)cc2F)s1
11	0	0.3	-2	1	0	-10	7	63*	-2	O=C(NCc1ccccn1)C1CCN(S(=O)(=O)c2cnc[nH]2)CC1
12	3	5.4	3	10	-6	-2	38*	-12	2	CC(C)(C)C(=O)CC1(O)C(=O)N(Cc2ccc(Cl)cc2)c2ccccc21 (stereo unspecified)
13	1	0.2	0	4	-3	-4	-1	14	2	COc1ccc(CNC(=O)CN(CC2CCCO2)C(=O)CNS(=O)(=O)c2ccccc2)cc1 (stereo unspecified)
14	1	-0.6	1	3	9	-2	-9	11	-1	C[C@H](CO)N1C[C@H](C)[C@@H](CN(C)C(=O)c2cccc(F)c2)Oc2cc(-c3cncnc3)ccc2S1(=O)=O
15	0	-3.2	-4	6	2	1	-1	16	-7	CCc1ccc(-c2nc(CCl)cs2)cc1
16	1	-1.1	-3	3	4	8	1	15	10	O=C(CCc1ccccc1)NNC(=O)CCc1ccccc1
17	2	1.9	0	4	7	-6	-3	15	1	COc1ccc(Cc2nc3c4c(ncn3n2)Oc2ccc3ccccc3c2C4c2ccc(OC)c(OC)c2)cc1 (stereo unspecified)
18	0	-0.1	0	9	-2	-1	-1	5	10	COc1ccc(S(N)(=O)=O)cc1C(=O)OCCCOC(=O)c1cc(S(N)(=O)=O)ccc1OC
19	1	-6.1	-3	0	-7	5	10	24	7	COc1ccc(CCNC(=O)Cn2cccc2C(=O)c2ccccc2)c(OC)c1
20	16	-1.9	-1	9	22	-18	-7	7	-1	O=C(CNc1ccc(Br)cc1)c1ccc(O)cc1
21	1	-0.9	-1	2	12	-1	1	-12	12	O=C(CSc1nnc(NC(=O)c2ccc(F)cc2F)s1)NC1CC1
22	3	0.1	1	10	-2	-3	-1	-3	9	Cc1ccc2nc(C(Cl)(Cl)Cl)nc(N/N=C/c3ccncc3)c2c1
23	2	-0.3	0	-1	-8	7	14	-23	4	Cc1ccc(Cl)cc1NC(=O)CSC(N)=O
24	5	4.3	0	1	-1	1	4	22	-11	COc1ccc2cc(/C=C3\SC(=S)NC3=O)c(N3CCOCC3)nc2c1
25	8	7.1	-5	10	12	-3	-10	-14	-10	C[C@@H]1CN([C@H](C)CO)C(=O)c2cc(NC(=O)Cc3ccccc3)ccc2O[C@H]1CN(C)Cc1ccc(Oc2ccccc2)cc1

# Overlap with the part before: 2 compounds; new compounds follow.
entry	CHRM4 agonist	CRFBP-R2 agonist	CHRM5 agonist	M4 antag	M5 antag	CHRM5 PAM	CHRM4 PAM	CRFR2-BP antag	M1 PAM	Compound
24	5	4.3	0	1	-1	1	4	22	-11	COc1ccc2cc(/C=C3\SC(=S)NC3=O)c(N3CCOCC3)nc2c1
25	8	7.1	-5	10	12	-3	-10	-14	-10	C[C@@H]1CN([C@H](C)CO)C(=O)c2cc(NC(=O)Cc3ccccc3)ccc2O[C@H]1CN(C)Cc1ccc(Oc2ccccc2)cc1
26	0	-0.1	-1	0	2	0	0	-3	7	CCOC(=O)CN1C(=O)S/C(=C/c2ccc(OCc3ccc(C(=O)O)cc3)cc2)C1=O
27	3	1.4	-7	3	8	-8	-2	5	-9	O=C(NCc1ccco1)c1cccc(S(=O)(=O)N2CCc3ccccc32)c1
28	5	0.1	0	-23	1	-4	0	-22	1	CCCC(=O)NCCc1nc2ccccc2n1CCC
29	0	0.0	-3	11	-2	2	-1	-3	5	COC(=O)CSc1cc(C(F)(F)F)nc(-c2ccccn2)n1
30	6	0.1	-5	-1	-8	-4	-8	25	-3	COC(=O)COc1ccc(S(=O)(=O)N2CCN(c3ccccc3F)CC2)cc1
31	1	-2.2	0	15	1	2	3	4	14	CN(C)c1ccc(S(=O)(=O)NCC(=O)NCCOc2ccccc2F)cc1[N+](=O)[O-]
32	-1	-1.6	1	-2	1	-2	2	1	3	COc1ccc(S(=O)(=O)N(C)C[C@@H]2Oc3ccc(NS(=O)(=O)c4cn(C)cn4)cc3C(=O)N([C@@H](C)CO)C[C@@H]2C)cc1
33	0	0.6	1	2	4	-1	-6	6	-7	Cc1nc(Cl)sc1C(=O)Nc1ccccc1
34	9	-1.8	1	5	19	-14	-14	12	-11	O=C(C(=O)N1CCc2ccccc2C1)c1cn(CC(=O)N2CCCC2)c2ccccc12
35	0	-1.3	-8	-4	15	0	7	-4	13	Cc1ccc(C)c(NC(=S)N2CCN(S(=O)(=O)c3ccccc3)CC2)c1
36	2	-0.2	0	0	7	-2	1	-12	0	O=C(N/N=C1\CCc2ccccc21)c1ccccc1Cl
37	0	-4.4	0	2	5	0	3	23	0	CCCC(C(=O)NC(C)(C)C)N(C(=O)c1snc(C(N)=O)c1N)c1ccc2c(c1)OCCO2 (stereo unspecified)
38	6	-1.4	0	8	2	-11	-16	9	-19	CCN(CC)CCCCNc1ncc2cc(-c3cc(OC)cc(OC)c3)c(NC(=O)NC(C)(C)C)nc2n1
39	2	3.2	4	-9	-9	7	4	-6	0	CCC(Oc1ccccc1)C(=O)Nc1nnc(S(=O)(=O)N2CCCC2)s1 (stereo unspecified)
40	0	0.4	-4	3	4	2	-3	5	8	O=S(=O)(c1cccc2nonc12)N1CCCCCC1
41	1	0.5	2	6	2	0	-1	4	8	Cc1cc(NS(=O)(=O)c2ccc(NC(=O)Nc3cccc(Cl)c3)cc2)no1
42	1	0.5	0	2	7	4	5	-10	11	O=C(CCNC(=O)Cn1ccc2ccccc2c1=O)NCc1ccc(F)cc1Cl
43	0	-0.9	1	11	7	-7	-3	-19	-1	CCOc1ccc(NC(=O)CN(C)C(=O)c2ccc3c(c2)C(=O)N(CCC(C)C)C3=O)cc1OCC
44	-1	-1.0	2	0	-4	-3	5	-8	9	Cc1oc(C(C)(C)C)cc1C(=O)Nc1cccc(/C=C/C(=O)O)c1
45	1	3.8	1	2	-3	-6	5	7	-6	Cc1ccc(CSCC(=O)N/N=C/c2ccc(OCC(=O)Nc3ccc(C)cc3)cc2)cc1
46	0	0.1	-5	2	0	9	10	-17	16	CC1(C)CC(=O)c2c(noc2-c2ccccc2)C1
47	2	-0.8	-4	-10	1	-5	16	-12	3	O=S(=O)(NCC(c1ccc2c(c1)OCO2)N1CCOCC1)c1ccc(Br)cc1 (stereo unspecified)
48	1	1.8	2	-2	-2	2	3	4	0	CCN(C(=O)CSc1cccc[n+]1[O-])c1ccccc1
49	10	-1.5	-1	-15	-1	-13	-7	-14	0	O=C(CN1C(=O)c2ccccc2C1=O)NCCc1c[nH]c2ccc(Cl)cc12
50	1	0.3	4	7	0	0	7	-1	6	COc1ccccc1C(=O)Nc1nc2cc3c(cc2s1)OCO3
51	16	-0.6	-19	12	7	-4	-15	-16	-16	Cc1cc(Cl)cc(C)c1OCCOCCNCc1ccccc1
52	6	-0.4	-8	-14	4	-9	-10	-12	1	COc1cc2ncnc(NCc3cccc(F)c3F)c2cc1OC
53	3	0.6	-7	-1	-1	5	3	-11	16	COc1ccc(NC(=O)C(c2ccccc2)N(C)C(=O)c2cnccn2)cc1 (stereo unspecified)
54	1	2.3	1	4	-6	1	7	-25	12	COCCSc1nnc(-c2cccc(C#N)c2)n1C
55	1	-2.1	-11	0	-6	-7	-4	-66	5	O=C(NCCC1=CCCCC1)NC12CC3CC(CC(C3)C1)C2
56	1	0.3	3	-4	-7	0	9	-8	7	CCc1ccc(N(C(C)=O)C2C=CS(=O)(=O)C2)cc1 (stereo unspecified)
57	1	0.7	-3	-11	-4	5	10	2	4	CCn1c(CC(=O)Nc2ccc(C)cc2)nnc1SCC(=O)N1CCN(c2ccccc2)CC1
58	1	-1.3	-1	6	1	3	5	9	0	O=C1C2CCCN2C(=S)N1Cc1ccccc1 (stereo unspecified)
59	1	1.2	-7	-9	-13	11	11	-3	9	O=C1CC(C(F)(F)C(F)(F)C(F)(F)F)=Nc2ccccc2N1
60	2	71*	0	5	-1	0	-1	-106	1	C=CCC1=C/C(=C\c2c(N)n3nc(CC(=O)N4CCCC4)sc3nc2=O)C=C(OC)C1=O
61	1	-0.6	0	0	6	3	-4	-30	7	COc1cccc(-c2nnc(NC(=O)c3ccc(S(=O)(=O)N4CCOCC4)cc3)o2)c1
62	0	-0.5	0	11	8	1	-5	-12	8	CCN(CC)c1nc2c(c(=O)n(C)c(=O)n2C)n1CC(=O)c1ccccc1
63	0	-2.9	7	10	3	-15	9	11	6	O=S1(=O)CCOC[C@H](c2ccccc2)N1Cc1ccccc1
64	9	-1.4	5	11	10	-16	-7	12	-1	CCOC(=O)c1c(C)oc2c1cc(O)c1ccccc12
65	3	0.0	3	-6	8	1	-4	31	3	Cc1ccc(NC(=O)COC(=O)CNC(=O)c2ccco2)cc1
66	0	-1.1	3	1	9	-7	-1	4	-2	COCCNc1ccc(-c2nn(C)c(=O)c3ccccc23)cc1[N+](=O)[O-]
67	17	7.4	1	-3	9	-5	-5	-32	-3	CN(CC(=O)Nc1ccc(Cl)c(C(F)(F)F)c1)C(=O)c1ccc(N2CCOCC2)c([N+](=O)[O-])c1
68	11	-0.1	5	-10	9	-12	3	-3	10	CC(=O)c1c(C)[nH]c(C(=O)COC(=O)COc2ccccc2F)c1C
69	-1	-0.3	-2	5	3	-3	-2	-18	-6	CCn1c(SCc2ccccc2Cl)nc2nc3c(cc2c1=O)CCCC3
70	4	-1.7	-4	-5	10	2	10	-5	2	O=C(O)CSc1nc(-c2cccs2)cc(C(F)(F)F)n1
